JMJD2E inh: inhibitors of human JMJD2E histone demethylase; JMJD2E catalytic domain, FDH-coupled NADH fluorescence (FDH is formaldehyde dehydrogenase); Potency, µM (doses to about 57.1 µM), for the others: at the top dose activity change, negative = inhibition, most hits filed as inhibitors; AID 2147; actives 1.6% (n = 230,000); B2RXH2; active = well fitted inhibition curve with a large enough effect, not every such curve was filed as active; inconclusive = small, poorly fitted or top-dose-only effect, or another doubt; inactive = no such curve, though single readings can be large or run the other way;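 note: 0% = wells with enzyme and -100% = buffer wells without enzyme; nearly all actives have a fitted effect of over 50% in size; many of its hits are not listed in these tables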
Target sequence (B2RXH2 1-337 limits assumed): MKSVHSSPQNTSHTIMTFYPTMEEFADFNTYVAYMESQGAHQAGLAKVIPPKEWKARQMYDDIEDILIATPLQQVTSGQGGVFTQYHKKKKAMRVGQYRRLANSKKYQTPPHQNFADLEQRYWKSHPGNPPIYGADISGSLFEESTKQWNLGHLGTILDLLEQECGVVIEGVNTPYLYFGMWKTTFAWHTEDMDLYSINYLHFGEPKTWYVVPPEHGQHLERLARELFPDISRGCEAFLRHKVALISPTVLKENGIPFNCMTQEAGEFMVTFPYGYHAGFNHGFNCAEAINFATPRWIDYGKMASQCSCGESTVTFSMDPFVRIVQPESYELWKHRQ
Luc counter: blocks Kinase-Glo luciferase, a counter-screen artifact | Kinase-Glo luciferase, ATP luminescence, 8 min | Potency, µM (doses to about 38.3 µM), inactives show at the highest dose activity change, negative = inhibition, most hits filed as inhibitors | Q27757 | actives 0.28% (n = 200,000) | AID 1379; note: % is set by controls: 0 for no effect and ±100 for the full control effect; nearly all actives have a fitted effect of over 60% in size
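Compound is pinned into ATP-containing buffer (10 uM ATP, imidazole pH 7.2, 7 mM MgCl2). Kinase-Glo luciferase reagent is then added. Light output is recorded following an 8-min room-temperature incubation.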
ALDH1A1 block: blocks purified human ALDH1A1 activity. P00352. Purified ALDH1A1, NADH fluorescence, propionaldehyde substrate. Potency, µM (top dose mostly 75.3 µM), for the others: at the top dose activity, negative = inhibition, most hits filed as inhibitors. actives 7.3% (n = 220,000). AID 1030; active = well fitted inhibition curve with a large enough effect, not every such curve was filed as active; inconclusive = small, poorly fitted or top-dose-only effect, or another doubt; inactive = no such curve, though single readings can be large or run the other way;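 note: plate controls were no enzyme wells and a reference inhibitor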
Tau ThT inhib: inhibitors of human tau fibril formation, thioflavin T binding. Potency, µM (titrated, usually from 57.4 µM), inactives show at the highest dose activity, negative = inhibition, usual class: inhibitors. P10636. recombinant tau K18 P301L (four-repeat tau fragment), heparin-induced fibrillization, ThT fluorescence. actives 2.1% (n = 270,000); note: % is set by controls: 0 for no effect and ±100 for the full control effect; nearly all actives have a fitted effect of over 55% in size
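Recombinant human tau K18 fragment […] carrying P301L, 15 uM unlabeled plus 0.24 uM Alexa 594-labeled, was fibrillized with 20 uM heparin in 100 mM sodium acetate pH 7 for 6 hr at 37 C; 30 uM ThT fluorescence read after 1 hr.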
SMN2 splice up: increases expression of the SMN2 splice variant. HEK293 SMN2-luciferase splicing reporter, luminescence, 30-36 h. AID 1458. actives 2.8% (n = 210,000). Potency, µM (series often up to 46.1 µM), inactives show at the highest dose activity change, positive = activation, usual class: activators; note: % of control where 0% means no effect; nearly all actives have a fitted effect of over 55% in size
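qHTS luciferase splicing reporter: luminescence rises when SMN2 exon 7 is included in transfected HEK293 cells. Compound exposure lasted 30-36 h at 37C, with 4.5 mM final sodium butyrate as control, followed by a ONE-Glo read.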
RECQ1 helicase: blocks DNA unwinding by human RECQ1; P46063; RECQ1 DNA unwinding, red fluorescence kinetic read; Potency, µM (series often up to 57.3 µM), without a hit: at the top dose activity, negative = inhibition, actives largely listed as inhibitors; actives 0.54% (n = 240,000);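 note: plate controls were vehicle for no effect and no enzyme for full effect; nearly all actives have a fitted effect of over 30% in size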
Target sequence (P46063 whole entry, looked up): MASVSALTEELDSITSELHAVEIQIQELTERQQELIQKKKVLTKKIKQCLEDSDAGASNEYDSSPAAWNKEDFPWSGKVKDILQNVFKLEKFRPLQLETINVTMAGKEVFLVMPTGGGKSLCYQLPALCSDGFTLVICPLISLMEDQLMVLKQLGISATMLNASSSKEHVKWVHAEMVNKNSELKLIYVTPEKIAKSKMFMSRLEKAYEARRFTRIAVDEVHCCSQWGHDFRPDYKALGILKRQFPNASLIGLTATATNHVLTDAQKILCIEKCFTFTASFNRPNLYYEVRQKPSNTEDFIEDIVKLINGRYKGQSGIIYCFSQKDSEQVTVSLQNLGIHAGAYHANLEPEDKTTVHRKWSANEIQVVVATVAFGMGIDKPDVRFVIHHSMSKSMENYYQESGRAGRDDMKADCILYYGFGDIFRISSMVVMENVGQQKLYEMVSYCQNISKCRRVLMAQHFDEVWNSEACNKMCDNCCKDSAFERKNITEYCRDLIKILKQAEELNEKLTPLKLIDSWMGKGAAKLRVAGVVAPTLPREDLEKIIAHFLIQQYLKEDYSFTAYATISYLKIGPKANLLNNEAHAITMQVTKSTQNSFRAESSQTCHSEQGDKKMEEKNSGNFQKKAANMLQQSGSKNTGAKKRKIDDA
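RECQ1T1 50 nM; forked duplex (20 bp + 30-nt ss tails) 200 nM, ATP 2 mM final; pH 8.0, 2 mM MgCl2, 2.5 ug/ml poly(dI-dC); 15 min compound preincubation; discontinuous kinetic read over 2 h at RT.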
L3MBTL1 inh: L3MBTL1 (human) inhibition; AID 485360; actives 0.66% (n = 230,000); AlphaScreen L3MBTL1–H3K9me1 peptide binding; Q9Y468; Potency, µM (top dose mostly 57.1 µM), for inactives: top-dose activity, negative = inhibition, most hits filed as inhibitors; note: % is set by controls: 0 for no effect and ±100 for the full control effect; nearly all actives have a fitted effect of over 60% in size
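First, the protein-peptide complex forms for 30 min at room temperature (L3MBTL1 50 nM, biotinylated H3K9me1 peptide 75 nM). Next, compounds are pin-transferred and incubated 30 min. Finally, AlphaScreen beads are added and read after 30 min.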
LMNA splice mod: changes lamin A minigene splicing in HeLa cells; HeLa LMNA splicing GFP/RFP minigene ratio, 48 h; Potency, µM (series often up to 46.1 µM), for inactives: at the highest dose ratio change, negative = inhibition, usual class: inhibitors; actives 0.01% (n = 200,000); AID 1487; active = well fitted inhibition curve with a large enough effect in the signal ratio, with a control signal flat, not every such curve was filed as active; inconclusive = small, poorly fitted or top-dose-only effect, or effect the other way, or a change in a side signal; the % refers to the signal ratio; note: % is set by controls: 0 for no effect and ±100 for the full control effect
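S3 HeLa cells stably expressing lamin A-EGFP splicing minigene plus DsRed2, 600 cells/well, 48 h compound exposure at 37C. Laser-scanning cytometry; analysed as GFP (500-530 nm)/RFP (575-640 nm) total intensity ratio; 0.5% DMSO vehicle.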
Active calls of the source: *; i = inactive; ? = inconclusive; / = not tested or not shown; [ ] = dose if it differs, or a comment. Unless noted, calls come from the whole dose curve; as a rule, active = well fitted curve in the direction sought with a large enough effect; inconclusive = small, poorly fitted or top-dose-only effect, or another doubt; inactive = no such curve, though single readings can be large; an effect the other way counts as inactive or inconclusive. Potency is the fitted concentration of half-maximal effect. The list is partial; count on the stated rates, not on these rows.

SMILES	JMJD2E inh	Luc counter	ALDH1A1 block	Tau ThT inhib	SMN2 splice up	RECQ1 helicase	L3MBTL1 inh	LMNA splice mod
COc1c(C)cc(C(=O)C2CCCN(Cc3ccc(Oc4ncccn4)cc3)C2)cc1C (stereo not given)	-3.3%	1.1%	-5.5%	-5.6%	/	-13.6%	-11.7%	?
COc1ccc(S(=O)(=O)CCC(=O)Nc2cc(C)ccc2OC)cc1	-0.1%	/	25.1µM*	2.8%	/	-10.5%	/	/
CCN1/C(=C(\O)c2ccccc2)C(=O)c2ccccc2S1(=O)=O	?	-2.9%	7.8%	-17.6%	-33.1%[inhibitor]	11.9%	/	-27.2%
COc1ccc2oc(=O)c(C(=O)n3ccc(C)n3)cc2c1	?	-5.8%	?	-6.5%	4.2%	7.9%	/	4.8%
Clc1ccc(NCc2nnc3n2CCCCC3)cc1	1.9%	-4.2%	8.1%	0.4%	12.9%	14.4%	/	-9.6%
COc1ccc(C2CC(c3cccs3)=NN2C(=O)CSc2nc3ccccc3s2)cc1 (stereo not given)	?	1.1%	?	-4.8%	0.3%	-8.0%	-1.2%	-10.6%
Cc1ccc(-c2nnc(OCCN3CCOCC3)c3ccccc23)cc1	1.2%	-1.8%	?	4.7%	-9.1%	-3.1%	-2.5%	?
O=C(NCc1nc(-c2ccccc2)no1)c1ccc(Br)o1	-2.9%	-4.6%	-1.5%	-10.4%	-21.3%	i	-0.2%	?
CN1CCN(c2cc(=O)n(Cc3ccc(F)cc3)c(=O)[nH]2)CC1	-1.5%	0.2%	3.6%	-17.1%	?	-3.8%	7.6%	-9.5%
Cc1ccc(SCCNC(=S)Nc2cc(C)ccc2C)cc1	-8.8%	1.9%	-10.3%	-22.0%	-3.2%	-17.4%	/	?
CSc1ccc(C(=O)C2CCCN(C(=O)c3csc(C(C)=O)c3)C2)cc1 (stereo not given)	5.2%	3.0%	2µM*	-6.2%	/	i	14.3%	0.6%[46 µM]
CCOc1ncccc1C(=O)N1CCN(C(=O)c2ccccc2)CC1	6.2%	-0.2%	?	-10.7%	-1.1%	-12.0%	24.0%	1.0%[46 µM]
O=C(NC1CC1)C1CCN(C2CCN(C(=O)Cc3ccc(F)cc3)CC2)CC1	-6.8%	3.6%	-2.2%	7.0%	/	i	14.1%	-11.3%[46 µM]
CCOC(=O)C1(Cc2ccc(OC)cc2)CCN(C(=O)C2CC(=O)N(C3CC3)C2)CC1 (stereo not given)	-7.8%	/	/	-6.9%	/	-2.3%	-4.5%	/
COC(=O)c1cc(=O)n(Cc2ccc(OC)c(OC)c2)c(=Nc2ccc(F)cc2)s1	2.5%	0.7%	-12.4%	?	-16.2%	-18.6%	/	?
O=C1CC(N2CCC(c3nc4ccccc4s3)CC2)C(=O)N1Cc1ccccc1 (stereo not given)	-3.2%	1.9%	?	-15.9%	-39.9%[inhibitor]	-13.6%	/	?
COc1ccc(-c2nc(=S)[nH][nH]2)cc1OC	?	-1.3%	?	-2.1%	9.4%	i	10.1%	/
CC(C)CCOc1ccc(C2(C)NC(=O)N(CN3CCOCC3)C2=O)cc1 (stereo not given)	7.3%	-0.6%	8.8%	-7.7%	-6.3%	i	/	-1.4%
CCOC(=O)C1=C(C)Nc2nnnn2C1c1ccc(OC)c(Br)c1 (stereo not given)	-4.1%	5.7%	-7.1%	-5.9%	-24.7%	2.0%	6.3%	?
O=S(=O)(NCCc1csc(-c2cccnc2)n1)c1ccc(Cl)s1	-9.1%	-1.9%	-1.2%	-9.8%	-37.0%[inhibitor]	-13.6%	/	?
CCOc1ccc(Nc2nc(N)nc(CN3CCN(c4ccccc4F)CC3)n2)cc1	-1.1%	-1.9%	-3.3%	?	-27.2%	i	-5.9%	?
O=c1c([N+](=O)[O-])cccn1Cc1cccc(Cl)c1	2.1%	1.6%	5.8%	-12.5%	3.3%	?	/	/
CCn1c(C(C)NC(=O)c2ccccc2C)n[nH]c1=S (stereo not given)	4.4%	-0.9%	11.4%	4.5%	-7.1%	i	8.7%	?
C/C(=C\C(=O)c1ccccc1)Nc1ccc(Br)c(Cl)c1	5.2%	-1.6%	6.0%	?	-2.4%	i	14.8%	5.1%
O=[N+]([O-])/C=C\c1ccc(N2CCCC2)c(F)c1	10.6%	-4.5%	?	15.8µM*	5.62µM*	-4.4%	/	?

Quoted from the results shown for reference:
SMILES	JMJD2E inh	Luc counter	ALDH1A1 block	Tau ThT inhib	SMN2 splice up	RECQ1 helicase	L3MBTL1 inh	LMNA splice mod
O=S(=O)(NCCc1csc(-c2cccnc2)n1)c1ccc(Cl)s1	-9.1%	-1.9%	-1.2%	-9.8%	-37.0%[inhibitor]	-13.6%	/	?
CCOc1ccc(Nc2nc(N)nc(CN3CCN(c4ccccc4F)CC3)n2)cc1	-1.1%	-1.9%	-3.3%	?	-27.2%	i	-5.9%	?
O=c1c([N+](=O)[O-])cccn1Cc1cccc(Cl)c1	2.1%	1.6%	5.8%	-12.5%	3.3%	?	/	/
CCn1c(C(C)NC(=O)c2ccccc2C)n[nH]c1=S (stereo not given)	4.4%	-0.9%	11.4%	4.5%	-7.1%	i	8.7%	?
C/C(=C\C(=O)c1ccccc1)Nc1ccc(Br)c(Cl)c1	5.2%	-1.6%	6.0%	?	-2.4%	i	14.8%	5.1%
O=[N+]([O-])/C=C\c1ccc(N2CCCC2)c(F)c1	10.6%	-4.5%	?	15.8µM*	5.62µM*	-4.4%	/	?

Other entries:
SMILES	JMJD2E inh	Luc counter	ALDH1A1 block	Tau ThT inhib	SMN2 splice up	RECQ1 helicase	L3MBTL1 inh	LMNA splice mod
Cc1cc(S(=O)(=O)NC2CCCCC2)ccc1OCC(=O)NCc1ccccn1	-0.5%	2.2%	?	-2.0%	14.6%	-0.1%	-6.4%	10.8%
CS(=O)(=O)N(CCC#N)Cc1ccco1	3.8%	0.3%	2.2%	0.1%	-6.7%	-4.9%	/	/
CCC1CCCCN1C(=O)c1sc2ncnc(N(CC)CC)c2c1C (stereo not given)	4.4%	-2.7%	-0.4%	0.0%	-34.4%[inhibitor]	-18.3%	/	/
CN(C)S(=O)(=O)c1ccc(N2CCN(S(=O)(=O)c3ccc(F)cc3)CC2)c(Cl)c1	12.6%	-2.5%	7.0%	-8.9%	-60.8%[inhibitor]	-10.0%	-11.3%	?
CCNS(=O)(=O)c1ccc(NC(=O)Nc2cc(C)ccc2OC)cc1	-1.4%	/	/	-5.3%	/	-4.6%	-7.3%	/
COc1ccc(S(=O)(=O)N2CCSC2c2ccc(N)cc2)cc1 (stereo not given)	-6.0%	-1.0%	?	-17.1%	-17.4%	-5.7%	-1.2%	4.5%
CCn1c(SCC(=O)N2CCCC2)nc2ccccc21	8.0%	5.7%	8.3%	-6.2%	1.7%	i	-1.9%	?
COc1ccc2nc(SCC(=O)Nc3ccccc3C#N)[nH]c2c1	3.7%	-0.4%	-5.1%	-15.6%	-17.2%	-5.1%	1.3%	11.9%
O=C1CC(c2ccccc2)Cc2nc3ncnn3cc21 (stereo not given)	-25.2%	-4.0%	-6.8%	-5.1%	/	i	/	-26.0%
O=C(COc1cccc(Br)c1)N/N=C/C(=O)c1ccccc1	-7.8%	0.5%	-5.2%	?	-10.3%	-2.3%	/	23.2%[46 µM]
Cc1ccc(C(C(=O)NCC2CCCO2)N(Cc2ccccc2)C(=O)c2ccc(-c3ccccc3)[nH]2)o1 (stereo not given)	?	-1.8%	22.4µM*	-17.5%	-7.8%	-7.0%	-24.9%	?
O=C(O)CSC1CC(=O)N(c2ccc(Cl)c(Cl)c2)C1=O (stereo not given)	12.9%	1.6%	3.16µM*	-3.1%	-4.6%	-7.0%	-1.3%	-4.4%
O=C(CNS(=O)(=O)c1ccc(Cl)cc1)N/N=C/c1ccco1	-1.6%	1.3%	2.4%	-1.9%	/	-5.4%	7.7%	?
C/C(N)=C(/C#N)C(=O)COC(=O)CSc1ccccc1	-2.0%	-1.7%	1.0%	-7.6%	-9.1%	-10.9%	-2.0%	-7.5%
CNc1cc(N2CCN(S(=O)(=O)N(C)C)CC2)ccc1[N+](=O)[O-]	-5.9%	-1.2%	-10.7%	15.8µM*	10.4%	10.1%	2.3%	-4.9%[46 µM]
Cc1nn(Cc2cccc(Oc3ccccc3)c2)c(C)c1NC(=O)NC12CC3CC(CC(C3)C1)C2	3.9%	-0.7%	8.9%	-7.3%	-26.2%	-5.2%	-1.0%	?
CCN(C(=O)c1cc2ccccc2oc1=O)c1ccccc1	4.9%	-2.9%	-7.6%	-14.8%	-21.6%	i	/	-2.7%
Cc1nc2ccccc2c2oc(C(=O)N3CCc4ccccc4C3)cc12	0.4%	-1.8%	25.1µM*	?	-22.5%	-5.7%	/	?
O=C(Nc1ccccc1)N1N=CCC1c1ccccc1 (stereo not given)	1.8%	0.8%	3.0%	-1.2%	-4.9%	i	3.3%[11.4 µM]	3.1%[46 µM]
O=S(=O)(Nc1nc2c(s1)CCCC2)c1ccc(F)cc1	-1.4%	18.7%	?	-8.8%	-24.8%	-2.9%	/	-14.1%
CC1(c2ccccc2)NC(=O)N(CC(=O)Nc2cc(S(=O)(=O)N3CCOCC3)ccc2Cl)C1=O (stereo not given)	?	-0.5%	16.9%	10.7%	8.3%	-15.7%	2.3%	/
CC(/C=N/NC(=O)c1cc(-c2ccc(C)o2)[nH]n1)=C\c1ccccc1	?	4.0%	1.9%	-1.7%	?	-1.7%	-0.8%	-8.9%
CCCn1c(N2CCN(CC(=O)Nc3ccc4c(c3)OCCO4)CC2)nc2ccccc21	-9.9%	3.5%	25.1µM*	-16.1%	-10.8%	-7.2%	4.1%	-6.9%
O=C(O)c1ccc(-n2c(=O)c3ccccc3c3ccccc3c2=O)cc1	3.4%	-1.4%	-2.5%	2.4%	/	i	66.5%[activator]	/

Screening results deposited in PubChem by National Center for Advancing Translational Sciences (NCATS).
